# Shiga inhibitor = inhibitors of Shiga toxin in Vero cells; Vero cells, Shiga toxin protein synthesis inhibition reporter; inhibition, % at 38.7 µM; hit rate 9.2% among 290,000; AID 2315; in the data active means inhibition mostly above about 28%, no sharp cut-off; inactive means mostly below about 43%; further: 0% is about no effect
# LmPK inh = LmPK (Leishmania mexicana) enzyme inhibition; hit rate 0.37% among 290,000; purified LmPK, Kinase-Glo ATP luminescence, 1 h; Potency, µM (series often up to 57.5 µM), for inactives: at the highest dose activity change, negative = inhibition, actives largely listed as inhibitors; further: potency means the concentration at half of the fitted maximal effect; on the % scale 0 is the no-effect control and ±100 the full control effect
# Target sequence (Q27686 whole entry, looked up): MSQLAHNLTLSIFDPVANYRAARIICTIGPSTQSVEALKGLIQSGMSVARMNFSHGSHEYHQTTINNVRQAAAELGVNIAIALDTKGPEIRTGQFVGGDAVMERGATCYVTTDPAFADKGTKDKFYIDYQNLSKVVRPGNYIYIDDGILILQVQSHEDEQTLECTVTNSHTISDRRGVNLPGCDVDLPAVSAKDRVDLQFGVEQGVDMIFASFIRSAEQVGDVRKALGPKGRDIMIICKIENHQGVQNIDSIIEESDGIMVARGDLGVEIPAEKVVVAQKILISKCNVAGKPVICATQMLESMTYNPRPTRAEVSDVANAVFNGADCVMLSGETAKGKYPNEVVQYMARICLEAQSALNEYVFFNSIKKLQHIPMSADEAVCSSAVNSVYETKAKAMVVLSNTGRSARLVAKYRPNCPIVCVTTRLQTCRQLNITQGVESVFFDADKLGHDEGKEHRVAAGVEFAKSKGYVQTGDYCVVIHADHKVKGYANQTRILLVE
#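 In 50 mM imidazole pH 7.2 with 7 mM MgCl2, LmPK (0.1 nM) turned over PEP (0.5 mM) and ADP (0.1 mM) for 1 h at room temperature. Luciferase read-out of ATP.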
# CHX counter = affects cycloheximide protein synthesis inhibition readout, counter-screen; hit rate 12% among 300,000; max response, %; cell reporter, cycloheximide protein synthesis inhibition counterscreen; in the data active means max response mostly above about 13%, no sharp cut-off; inactive means mostly below about 14%; further: read at 38.3 µM for the half of the compounds with a filed dose; 0% is about no effect
# Tb PYK inh = inhibitors of Trypanosoma brucei pyruvate kinase. Q57TT1. hit rate 0.12% among 410,000. TbPYK enzyme, Kinase-Glo Plus ATP luminescence, 45 min. AID 624173. Potency, µM (titrated, usually from 76.8 µM), for inactives: at the top dose activity, negative = inhibition, usual class: inhibitors; further: potency means the concentration at half of the fitted maximal effect; on the % scale 0 is the no-effect control and ±100 the full control effect; nearly all actives have a fitted effect of over 50% in size
#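 Readout: single end-point luminescence (Kinase-Glo Plus, 10 min). Reaction conditions were TbPYK/substrate plus 130 uM ADP, 45 min at RT, pH 7.2 TEA buffer. No-enzyme wells served as controls, and data were normalized before concentration-response fitting.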
# AmpC no deterg = inhibitors of E. coli AmpC beta-lactamase without detergent. hit rate 0.52% among 330,000. AID 485341. Potency, µM (highest dose often 57.1 µM), for the others: at the top dose activity change, negative = inhibition, usual class: inhibitors. AmpC nitrocefin hydrolysis, absorbance 480 nm, 0.0001% Triton;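 further: potency means the concentration at half of the fitted maximal effect; plate controls were no compound for no effect and no enzyme for full effect; nearly all actives have a fitted effect of over 20% in size; some results filed as inactive show a strong effect at the top dose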
# Target sequence (P00811 whole entry, looked up): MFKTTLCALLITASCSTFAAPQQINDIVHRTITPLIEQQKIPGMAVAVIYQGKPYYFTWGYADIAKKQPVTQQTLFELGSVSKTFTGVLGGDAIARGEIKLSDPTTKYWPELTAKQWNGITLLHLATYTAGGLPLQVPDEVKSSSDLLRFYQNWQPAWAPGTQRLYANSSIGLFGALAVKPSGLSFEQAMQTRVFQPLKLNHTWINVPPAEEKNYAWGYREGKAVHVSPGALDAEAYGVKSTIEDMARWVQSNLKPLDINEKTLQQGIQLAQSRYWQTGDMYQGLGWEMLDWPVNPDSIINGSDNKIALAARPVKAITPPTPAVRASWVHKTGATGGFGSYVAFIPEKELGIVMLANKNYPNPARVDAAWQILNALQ
#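 20 mM phosphate pH 7.0 + 0.01% (detergent screen) or 0.0001% Triton X-100; 5.3 nM AmpC reagent; cpd preinc 15 min RT; nitrocefin (800 uM stock) to start; A480 q20 s × 4 min; Activity was normalised to no-enzyme and no-compound control wells.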
# Pf growth 96h = inhibits malaria parasite growth, 96 h; P. falciparum luciferase reporter growth, 96 h; Potency, µM (top dose mostly 28.7 µM), without a hit: at the highest dose activity change, negative = inhibition, most hits filed as inhibitors; hit rate 6.9% among 320,000; further: potency means the concentration at half of the fitted maximal effect; on the % scale 0 is the no-effect control and ±100 the full control effect
#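 P. falciparum expressing integrated firefly luciferase grown in erythrocytes (2% hematocrit, 0.05% parasitemia final) with compounds for 96 hours at 37 C, 5% CO2. Growth inhibition read as loss of luminescence after adding luciferase detection reagent.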
# Pf growth 48h = P. falciparum growth inhibition at 48 hours (one generation). P. falciparum luciferase growth in erythrocytes, 48 h. Potency, µM (top dose mostly 28.7 µM), for inactives: at the top dose activity change, negative = inhibition, usual class: inhibitors. hit rate 5.9% among 310,000. AID 504832; further: potency means the concentration at half of the fitted maximal effect; on the % scale 0 is the no-effect control and ±100 the full control effect
#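 Erythrocytes infected with P. falciparum carrying an integrated firefly luciferase reporter (2% hematocrit, 0.1% parasitemia final) were exposed to compounds in RPMI 1640 with 0.5% Albumax at 37 C, 5% CO2. Growth inhibition was scored as reduced luminescence.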
# Active calls of the source: *; u = inconclusive; x = not tested or not shown; [ ] = another dose, or the depositor's remark. Unless noted, the call rests on the fitted dose curve; in most records, active means well fitted curve in the direction sought with a large enough effect; inconclusive means small, poorly fitted or top-dose-only effect, or another doubt; inactive means no such curve, though single readings can be large; an effect the other way counts as inactive or inconclusive.
1) COc1ccc(C2C3=C(CCCC3=O)Nc3n[nH]c(C)c32)cc1OC (stereo not drawn)
2) CCOc1ccccc1COC(=O)c1cccc(-n2cnnn2)c1
3) CCCn1c(-c2cccs2)nc2ccccc21
4) CCOC(=O)C1CCCN(C(=O)c2ccc(CNS(=O)(=O)c3ccc(C)cc3)cc2)C1 (stereo not drawn)
5) Cc1c(C(=O)NCc2cccs2)oc2ccccc12
6) Cc1cc2oc(=O)cc(-c3cc4ccccc4o3)c2cc1O

assay / compound	1	2	3	4	5	6
Shiga inhibitor	-6	-5	18	-13	30*	14
LmPK inh	0%	-1%	1%	10%	2%	10%
CHX counter	-2	1	20	-1	19*	30
Tb PYK inh	3%	-4%	1%	-24%	2%	-9%
AmpC no deterg	-22%	-5%	-10%	44%	-16%	-42%
Pf growth 96h	-3%	10%	u	-8%	x	2.6µM*
Pf growth 48h	65%[activator]	42%[activator]	-17%	u	16%	7.4µM*

7) CCN(CC)C(=O)Nc1ccccc1C
8) COc1ccc(CN2C(=O)NC(C)(c3ccc(C)cc3)C2=O)cc1F (stereo not drawn)
9) O=C(c1ccccc1Cl)N1CCn2c1nc1ccccc12
10) COc1cc(OC)c(CN2CCc3c([nH]c4ccccc34)C2)cc1Br
11) O=C(COc1ccccc1)NCC(c1cccs1)N1CCOCC1 (stereo not drawn)
12) COc1ccc(NC(=O)C23CC4CC(C2)CC(c2ccccc2)(C4)C3)c(OC)c1

assay / compound	7	8	9	10	11	12
Shiga inhibitor	-22	3	17	-8	4	1
LmPK inh	1%	-1%	-6%	7%	-1%	0%
CHX counter	-2	-7	3	-2	-1	-1
Tb PYK inh	2%	0%	-3%	-8%	-8%	-2%
AmpC no deterg	-13%	0%	-11%	9%	0%	-8%
Pf growth 96h	u	u	u	172%[activator]	-19%	u
Pf growth 48h	x	u	24%	-21%	u	u

13) CCSc1nnc(NC(=O)c2cc(C)oc2C)s1
14) COc1ccc(CNC(=O)C(=O)NCCC2CCCCN2S(=O)(=O)c2cccs2)cc1 (stereo not drawn)
15) CC(C(=O)NC1CCS(=O)(=O)C1)N1C(=O)/C(=C/c2ccc(Cl)cc2)SC1=S (stereo not drawn)
16) Cc1nn(Cc2c(F)cccc2Cl)c(C)c1NC(=O)C1CC1
17) COC(=O)c1ccccc1NC(=O)CSc1nc2cccnc2n1C
18) O=C(Cn1cc2c(n1)CCCC2)Nc1ccccc1Cl

assay / compound	13	14	15	16	17	18
Shiga inhibitor	59*	x	-2	3	-8	16
LmPK inh	-14%	x	-4%	1%	4%	0%
CHX counter	38*	x	17	-2	-3	-2
Tb PYK inh	1%	12%	-4%	-1%	2%	0%
AmpC no deterg	-14%	-22%	101%[activator]	-6%	16%	u
Pf growth 96h	31%[activator]	u	-1%	0%	-11%	u
Pf growth 48h	133%[activator]	u	23%	12%	-18%	u

19) O=C(COc1ccccc1)N1CCN(C2CC3CCC2C3)CC1 (stereo not drawn)
20) COc1cccc(C2C(C#N)=C(N)Oc3cc(C)[nH]c(=O)c32)c1OC (stereo not drawn)
21) C=CCn1c(Cc2cccs2)nnc1SCC(=O)Nc1ccc(C(=O)OCC)cc1
22) COc1cc([N+](=O)[O-])cc(/C=N/NC(=O)c2cc(-c3ccccc3)nc3ccccc23)c1O
23) CCn1cc(/C=C(\NC(=O)c2ccccc2OC)C(=O)NCCCN2CCOCC2)c2ccccc21
24) CCOc1ccc2nc(SCC(=O)Nc3ccc4c(c3)OCCO4)[nH]c2c1

assay / compound	19	20	21	22	23	24
Shiga inhibitor	-2	-14	6	4	-5	29
LmPK inh	0%	0%	-1%	-5%	1%	9%
CHX counter	-2	2	2	3	8	17
Tb PYK inh	1%	-9%	3%	-6%	-3%	0%
AmpC no deterg	-14%	-6%	16%	-43%	114%[activator]	-24%
Pf growth 96h	3%	u	u	-2%	9.3µM*	x
Pf growth 48h	u	4%	-47%	u	u	3%

25) O=c1c(-c2ccc(Cl)cc2)[n+]([O-])c2ccccc2n1O
26) Cc1cc(NC(=O)CSc2ncnc3sc4c(c23)CCC(C)C4)no1 (stereo not drawn)
27) CC(C)(C)SCCSC1=CC(=O)CC(c2ccccc2)C1 (stereo not drawn)
28) C/C(=N\Nc1ccc(F)cc1F)c1ccc(N2CCOCC2)cc1
29) Cc1cc(NC(=O)C2CCCCC2)n(-c2nc3ccccc3[nH]2)n1
30) O=C1CCN(CCCc2ccccc2)CCN1[C@H](CO)c1ccccc1

assay / compound	25	26	27	28	29	30
Shiga inhibitor	29	3	76*	16	-8	-4
LmPK inh	-1%	0%	1%	8%	5%	-4%
CHX counter	1	-2	49*	24*	1	-4
Tb PYK inh	7%	x	-5%	-8%	1%	1%
AmpC no deterg	-17%	-22%	0%	-18%[11.4 µM]	18%	92%[activator]
Pf growth 96h	-18%	5%	36%[activator]	76%[activator]	x	51%[activator]
Pf growth 48h	15%	12%	x	41%[activator]	9.3µM*	10%

31) CCOc1ccc(Nc2ccc(N3C(=O)CCC3=O)cc2[N+](=O)[O-])cc1
32) Cc1ccc2[nH]c(=O)c3cc(C(=O)N(C)c4ccc(C)c(C)c4)sc3c2c1
33) C=CCn1c(SCc2cc(C(=O)OC)c(C)o2)nnc1-c1ccncc1
34) N#C/C(=C/c1ccc(-c2cc(C(=O)O)cc(C(=O)O)c2)o1)c1nc2ccccc2s1
35) CCCC(=O)Nc1c2c(nn1-c1ccc(F)cc1)CS(=O)(=O)C2
36) CCc1ccc(NC(=O)c2cc(C)no2)cc1

assay / compound	31	32	33	34	35	36
Shiga inhibitor	-4	17	-11	-1	-12	70*
LmPK inh	1%	1%	5%	12%	2%	-1%
CHX counter	-6	-2	-2	8	-5	47*
Tb PYK inh	1%	0%	-10%	x	4%	1%
AmpC no deterg	-15%	-21%	23%	-54%	4%	-19%
Pf growth 96h	u	8.3µM*	0%[5.75 µM]	28%	u	53%[activator]
Pf growth 48h	7%	u	0%	9%	1%	13%

# Of the compounds above, 4 contain fluorine:
8) COc1ccc(CN2C(=O)NC(C)(c3ccc(C)cc3)C2=O)cc1F (stereo not drawn)
16) Cc1nn(Cc2c(F)cccc2Cl)c(C)c1NC(=O)C1CC1
28) C/C(=N\Nc1ccc(F)cc1F)c1ccc(N2CCOCC2)cc1
35) CCCC(=O)Nc1c2c(nn1-c1ccc(F)cc1)CS(=O)(=O)C2

assay / compound	8	16	28	35
Shiga inhibitor	3	3	16	-12
LmPK inh	-1%	1%	8%	2%
CHX counter	-7	-2	24*	-5
Tb PYK inh	0%	-1%	-8%	4%
AmpC no deterg	0%	-6%	-18%[11.4 µM]	4%
Pf growth 96h	u	0%	76%[activator]	u
Pf growth 48h	u	12%	41%[activator]	1%

# Continued.
37) CCCNC(=O)Cc1ccsc1
38) CCNC(=O)n1nccc1C(C)Oc1ccc(Cl)cc1 (stereo not drawn)
39) O=C(CN(C(=O)CCC(=O)Nc1nccs1)c1cccc(F)c1)NCc1ccccc1
40) COCCNC(=O)CSc1ccc(C)cc1
41) CC(C)NC(=O)c1ccc(CSCc2ccccc2Cl)o1
42) CC(=O)c1cccc(NC(=O)CCc2nc3sc4c(c3c(=O)[nH]2)CCCC4)c1

assay / compound	37	38	39	40	41	42
Shiga inhibitor	-14	9	-14	5	21	x
LmPK inh	5%	6%	-5%	-2%	1%	x
CHX counter	-5	-3	8	-3	27*	x
Tb PYK inh	3%	4%	1%	0%	-13%	5%
AmpC no deterg	-14%	1%	59%	-8%	12%	-31%
Pf growth 96h	-27%	-22%	37%[activator]	u	4.7µM*	u
Pf growth 48h	-14%	-30%	-17%	12%	1.5µM*	u

43) CCc1ccc(CN(C)C(=O)C2=CC=CN3CCS(=O)(=O)N=C23)cc1
44) CCOc1cc(C(=O)Nc2ccc(S(=O)(=O)Nc3cc(C)on3)cc2)cc(OCC)c1OCC
45) CCn1c(SCc2nc3cc(OC)c(OC)cc3c(=O)[nH]2)nnc1-c1ccncc1
46) Cc1cc2oc(C(=O)Nc3ccc(S(=O)(=O)Nc4nccs4)cc3)cc(=O)c2cc1Cl
47) Nc1cccc(-c2nnc3n2CCCCC3)c1
48) CCOc1ccc(NC(=O)CN2CCN(CC(=O)Nc3ccc(N(C)C)cc3)CC2)cc1

assay / compound	43	44	45	46	47	48
Shiga inhibitor	x	-14	10	-9	4	81*
LmPK inh	x	2%	-3%	0%	1%	2%
CHX counter	x	-3	-7	-4	-7	25*
Tb PYK inh	1%	-4%	-1%	-1%	-1%	-7%
AmpC no deterg	-16%	-19%	-30%	u	-19%	-2%
Pf growth 96h	45%[activator]	10µM*	-2%[5.75 µM]	13µM*	47%[activator]	-9%
Pf growth 48h	3%	u	2%	17%	142%[activator]	39%[activator]

49) Cc1c(-c2n[nH]c(=S)n2-c2ccc(Br)cc2)nnn1-c1ccc(Cl)cc1
50) CC(=O)c1ccc(C(=O)Nc2ccc3c(c2)C(=O)NC3=O)cc1
51) CCc1nnc(NC(=O)/C=C/c2ccc(C)o2)s1
52) O=C(NP(=O)(N1CCOCC1)N1CCOCC1)C1=C(N2CCOCC2)/C(=C\c2ccccc2)CC1
53) COc1ccccc1C(=O)C1CCCN(C(=O)CCn2cnnn2)C1 (stereo not drawn)
54) CCN(CC)C(=O)Oc1cc2c(-c3cc4cccc(OC)c4o3)cc(=O)oc2cc1C

assay / compound	49	50	51	52	53	54
Shiga inhibitor	-20	-5	27	-3	10	-3
LmPK inh	-2%	0%	-4%	1%	0%	9%
CHX counter	-4	-1	21*	-3	11	21
Tb PYK inh	u	-6%	-27%	-8%	0%	-6%
AmpC no deterg	-52%	-13%	-26%	-13%	-6%	-32%
Pf growth 96h	35%[activator]	18%	10µM*	39%[activator]	1%	10µM*
Pf growth 48h	-5%	31%[activator]	38%[activator]	5%	5%	10µM*

55) CC1CC(C)(C)CC2(C1)NC(=O)N(CC(=O)Nc1nccs1)C2=O (stereo not drawn)
56) CCCOC(=O)C(C)Sc1n[nH]c(=O)[nH]c1=O (stereo not drawn)
57) CCOC(=O)C1CCCN(CC(O)COc2ccc(OC)cc2C(C)(C)C)C1 (stereo not drawn)
58) COCCN(C(=O)COC(=O)c1cc2c(s1)CCCC2)c1c(N)n(Cc2ccccc2)c(=O)[nH]c1=O
59) CC(=O)NC1=NN(C(C)=O)C(c2cccc([N+](=O)[O-])c2)S1 (stereo not drawn)
60) O=C1c2ccccc2C(=O)N1CCC(c1ccccc1)c1ccco1 (stereo not drawn)

assay / compound	55	56	57	58	59	60
Shiga inhibitor	x	-12	-10	x	-11	10
LmPK inh	x	-2%	1%	x	-1%	0%
CHX counter	x	-3	-2	x	-1	24*
Tb PYK inh	-5%	1%	-5%	-3%	1%	8%
AmpC no deterg	-25%	-4%	61%[activator]	122%[activator]	-23%	-9%
Pf growth 96h	2%	2%	10%	-2%	-1%	-13%
Pf growth 48h	u	10%	-9%	u	-9%	x

# Bioassay records: PubChem BioAssay, National Center for Advancing Translational Sciences (NCATS)
